Screening data: PubChem BioAssay, several laboratories
MEKK3 PB1 HTS – modulators of MEKK3-MEK5 PB1 binding, primary screen, biochemical, wildtype MEKK3, multiplex bead flow cytometry, Alexa488-MEK5; 290,000 tested, 1.4% active; binding response (% of control), % at 10 µM; bead-based flow cytometry, Alexa488-MEK5 binding to MEKK3; actives lie on both sides; 0 = blocked by unlabeled MEK5, 100 = vehicle; AID 1529, 2009; Mitogen-activated protein kinase kinase kinase 3 (Homo sapiens), Q99759;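 active = binding response more than 3 SD above or below the average of its plate-row segment, actives on both sides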;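 also: Alexa488 bead fluorescence after subtracting the streptavidin-only scavenger bead signal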
Target sequence (Q99759 whole entry, looked up): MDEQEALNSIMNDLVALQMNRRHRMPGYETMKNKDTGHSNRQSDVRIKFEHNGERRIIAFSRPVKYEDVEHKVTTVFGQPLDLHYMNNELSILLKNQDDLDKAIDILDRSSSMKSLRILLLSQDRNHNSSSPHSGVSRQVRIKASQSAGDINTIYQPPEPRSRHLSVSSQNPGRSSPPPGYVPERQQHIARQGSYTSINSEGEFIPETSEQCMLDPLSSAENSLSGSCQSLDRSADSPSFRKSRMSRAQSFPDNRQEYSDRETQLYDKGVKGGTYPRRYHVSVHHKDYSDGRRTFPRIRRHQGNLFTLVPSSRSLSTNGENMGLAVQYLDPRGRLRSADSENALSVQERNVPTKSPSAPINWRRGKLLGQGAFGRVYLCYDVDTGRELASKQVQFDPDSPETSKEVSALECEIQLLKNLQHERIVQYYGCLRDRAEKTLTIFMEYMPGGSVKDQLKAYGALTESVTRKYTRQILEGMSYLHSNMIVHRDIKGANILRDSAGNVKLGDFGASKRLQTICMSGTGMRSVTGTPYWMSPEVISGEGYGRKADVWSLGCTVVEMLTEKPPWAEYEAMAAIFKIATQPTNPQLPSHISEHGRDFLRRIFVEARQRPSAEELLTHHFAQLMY
SUMO HTRF inh – inhibitors of in vitro SUMOylation cascade, primary screen, biochemical, HTRF, uHTS. HTRF SUMOylation assay, SAE1/SAE2 + UBC9. inhibition, % at 35 µM. SUMO-conjugating enzyme UBC9 (Homo sapiens), P63279. 290,000 tested, 0.36% active; in the data active = inhibition above about 50%, passing the limit was not always enough; also: strong numbers were not always called active
Target sequence (P63279 whole entry, looked up): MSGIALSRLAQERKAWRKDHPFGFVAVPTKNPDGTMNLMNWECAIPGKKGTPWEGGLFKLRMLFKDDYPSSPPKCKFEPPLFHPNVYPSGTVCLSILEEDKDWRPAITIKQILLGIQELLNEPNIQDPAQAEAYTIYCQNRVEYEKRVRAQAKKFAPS
PHOSPHO1 block – PubChem AID 1565; recombinant PHOSPHO1, absorbance phosphatase assay; inhibition, % at 13.3 µM; Phosphoethanolamine/phosphocholine phosphatase (Homo sapiens), Q8TCT1; 290,000 tested, 1.1% active; in the data active = inhibition above about 60%
Target sequence (Q8TCT1 whole entry, looked up): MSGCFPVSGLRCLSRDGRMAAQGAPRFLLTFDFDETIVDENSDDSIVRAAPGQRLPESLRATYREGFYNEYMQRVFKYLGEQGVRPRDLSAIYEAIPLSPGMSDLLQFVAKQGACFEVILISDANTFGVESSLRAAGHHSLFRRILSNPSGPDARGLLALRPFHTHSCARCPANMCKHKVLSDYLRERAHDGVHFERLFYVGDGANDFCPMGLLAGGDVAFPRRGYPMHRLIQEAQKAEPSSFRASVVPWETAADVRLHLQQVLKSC
VIM-2 inhibitor – VIM-2 metallo-beta-lactamase inhibitors, primary screen, biochemical, epi-absorbance readout, Pseudomonas aeruginosa enzyme; purified VIM-2, nitrocefin hydrolysis, epi-absorbance fluorescence; inhibition, % at 5.6 µM; 290,000 tested, 0.89% active; AID 1527, 2009;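 active = inhibition above the mean of all tested compounds plus 3 SD, cutoff set per screening run, cut at about 7.5% in these data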;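 also: red hydrolysis product quenches plate fluorescence so inhibitors raise well fluorescence; 0% = enzyme with DMSO and 100% = DMSO without enzyme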
IDE cell activ – human IDE activators in live cells, primary screen, fluorescence polarization, HEK cells, FAbeta-B substrate. FAbeta-B cleavage; 0% vehicle, 100% cell-free pure enzyme wells. AID 493087, 2011. Insulin-degrading enzyme (Homo sapiens), P14735. 340,000 tested, 0.073% active. activation, % at 5.96 µM;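 active = activation above the mean of all tested compounds plus 3 SD, set per screening campaign, cut at about 17% in these data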
IMP-1 inh – IMP-1 metallo-beta-lactamase inhibitors, primary screen, biochemical, epi-absorbance readout, Pseudomonas aeruginosa enzyme; metallo-beta-lactamase IMP-1 (Pseudomonas aeruginosa); purified IMP-1, nitrocefin hydrolysis, epi-absorbance fluorescence; inhibition, % at 5.6 µM; 290,000 tested, 0.45% active;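 active = inhibition above the mean plus 3 SD of all compounds in the same screening run, cut at about 4.5% in these data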;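 also: 0% = IMP-1 with DMSO and 100% = DMSO wells lacking enzyme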
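Assay system: purified IMP-1; Quantity: IMP-1 0.2 nM before substrate addition; Medium: HEPES buffer pH 7.1 with ZnSO4 and Brij 35; Incubation: 15 min enzyme–compound preincubation, then 25 min nitrocefin reaction, 25 °C; Signal: fluorescence quenching readout, ex 480/em 530 nm; Controls: DMSO with and without IMP-1; Repeats: singlicate testing.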
HCV NS3 hel inh – inhibitors of HCV NS3 helicase, primary screen, biochemical, Cy5 molecular beacon fluorescence. AID 1800, 2009. inhibition, % at 10.9 µM. NS3 helicase DNA unwinding. 290,000 tested, 0.56% active;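 active = inhibition above the mean of all tested compounds plus 3 SD, set per campaign, cut at about 35% in these data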;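 also: 0% = DMSO wells and 100% = thioflavine S control wells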
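System: Hepatitis C virus NS3 helicase domain fragment enzyme | Reagent: Annealed dual-labelled DNA beacon duplex, ATP-started | Compound dosing: 10.9 µM single point, 0.8% DMSO | Incubation: 1 h reaction at 25 °C, ATP-initiated | Technique: Cy5 fluorescence | Evaluation: Percent inhibition from t60/t0 fluorescence ratio | Benchmarks: Low DMSO, high thioflavine S at 110 µM | Replication: Singlicate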
FID counter – compounds displacing fluorescent DNA intercalator, primary screen, artefact control for HCV NS3 helicase inhibitor project, biochemical, FID fluorescence; 290,000 tested, 0.17% active; DNA fluorescent intercalator displacement; inhibition, % at 7.9 µM; in the data active = inhibition above about 37%;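 also: 0% = vehicle and 100% = reference compound; higher means more ethidium bromide displaced from hairpin DNA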
p-CIP stab down – p/CIP-EGFP fusion destabilizers, primary screen, fluorescence, F442A cells | Q05BA5 | 16 h | decrease of EGFP signal, % at 10 µM | 290,000 tested, 0.01% active;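 active = EGFP signal decrease of at least 30% at 10 µM or well 3 SD below plate mean, unless failing retest; inactive = the rest, including hits failing retest or dose response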; also: some compounds called inactive have numbers as strong as hits; many of its hits are not listed in these tables
An asterisk follows results filed as active; · = no result given; & = joins results of further samples; [ ] = another dose, or the depositor's remark. Some of the compounds tested. The share of hits here may be higher or lower than overall.

SMILES	MEKK3 PB1 HTS	SUMO HTRF inh	PHOSPHO1 block	VIM-2 inhibitor	IDE cell activ	IMP-1 inh	HCV NS3 hel inh	FID counter	p-CIP stab down
COc1cc2nc(CN3CCN(C(C)=O)CC3)[nH]c(=O)c2cc1OC	99	21	15	-2.0	-1	-2.4	0	1	15
Cc1ccc(S(=O)(=O)N2CCN(C(=O)Cn3nc(C(=O)O)c4ccccc4c3=O)CC2)cc1	99	10	33	-1.5	·	-2.5	-6	-2	-5
COc1ccc(NCN2C(=O)CCC2=O)cc1	101	4	28	1.7	3	-1.4	-7	5	-2
N#Cc1c2c(c(NCCCN3CCOCC3)n3c1nc1ccccc13)CCC2	93	24	21	14*	1	-1.2	6	4	-19
Cc1ccc2c(c1)N(CCC(=O)NCc1ccccn1)C(=O)CO2	108	20	11	-3.6	6	-0.4	13	-1	-9
CC(C)C(C)NC(=O)CN1C(=O)NC2(CCc3ccccc32)C1=O (stereo unspecified)	99	13	6	-1.6	1	-1.2	1	-4	-10
CC(=O)Nc1nc2c(ncn2COCCOC(C)=O)c(=O)[nH]1	105	-4	-17	-2.1	·	-0.6	4	-1	-7
CCN(CC(=O)Nc1ccccc1C(F)(F)F)C(=O)c1ccc(N2C(=O)CCC2=O)cc1	101	7	20	0.7	5	0.7	-1	-13	-16
O=C1NC(=S)N/C1=C\C=C\c1ccccc1	102	3	24	-4.9	·	-4.5	-17	-4	3
OCC[C@@H]1C[C@H](O)[C@@H](O)[C@]2(Cc3ccccc3CCO2)O1	94	5	0	-0.6	-6	1.3	-4	-5	4
C=CCOc1c(Br)cc(CNn2c(C)n[nH]c2=S)cc1OC	95	-1	-100	-2.4	-5	-5.2	5	-26	-16
O=C(CSC1=NCCS1)Nc1ccc(F)cc1	100	8	30	-0.7	·	-0.8	3	0	-2
Cc1ccccc1OCC(=O)OCC(=O)c1ccc(OC(=O)c2ccccc2)cc1	103	-6	27	-0.3	0	-2.8	1	0	-1
COc1ccc(/C=C/C(=O)NCC2COc3ccccc3O2)c(OC)c1 (stereo unspecified)	83	-10	5	-2.3	4	-2.9	5	-9	-2
Cc1cc(C)cc(N(CC(=O)NC2CCCCCC2)S(=O)(=O)c2c(C)[nH]c(=O)[nH]c2=O)c1	102	9	37	-1.7	6	-3.0	-5	-13	-9
Cc1csc2c(=O)sc(NC(=O)c3ccco3)nc12	89	-3	3	-0.5	6	-3.4	12	2	2
CCc1nc(NCCO)c(C#N)c2c1CSC(C)(C)C2	50*[inhibitor]	20	24	1.6	-3	1.3	25	-33	-10
COc1ccccc1NC(=O)Nc1nnc(Cc2ccccc2F)s1	101	25	33	0.1	4	-0.9	-6	-7	-7
CCO[C@H]1OC(C(=O)N2CCN(C)CC2)=C[C@@H](C2CC2)[C@@H]1CCCO	106	19	12	1.1	3	-1.2	11	1	-10
CC1(C)CC(=O)C=C(NCc2ccco2)C1	97	2	-73	-2.5	3	0.2	4	-2	1
C/C(=N\NC(N)=S)c1ccccc1	87	-2	-7	-2.4	9	-3.5	1	-6	-28
O=C(O)CSc1nc2c(c(C(F)(F)F)n1)CCc1ccccc1-2	103	14	17	1.6	3	-0.8	3	-18	-34
CC1=NN(C(N)=S)C(=O)C1N=Nc1cccc(C(=O)O)c1 (stereo unspecified)	104	-3	34	-1.9	3	-4.4	10	-1	-8
Cc1ccc(C(C)NC(=O)c2ccco2)cc1C (stereo unspecified)	88	-8	19	-1.9	6	-1.6	3	-7	2
O=C(Nc1cccc(C(F)(F)F)c1)C1CCN(S(=O)(=O)c2ccc(N3CCCC3=O)cc2)CC1	103	-4	15	-1.8	1	-2.0	-13	-25	-14
O=C(C1=C(O)C(=O)N(CCN2CCOCC2)C1c1ccc(F)cc1)c1cc2ccccc2o1 (stereo unspecified)	102	11	44	-1.6	1	-3.2	8	-62	-9
Cn1cc(C(=O)N2CCN(c3cccc(Cl)c3)CC2)c(=O)c2cc(S(=O)(=O)N3CCOCC3)ccc21	103	-12	-4	-0.2	1	-2.0	1	-51	0
COc1ccc(OCC(=O)OC2CCN(C)CC2)cc1	105	14	-7	-5.8	5	-5.0	-2	1	-3
COc1ccc(CNC(=O)c2c([S-])n(-c3ccc(C)cc3)c3cccc[n+]23)cc1	86	22	32	1.1	5	-1.4	-6	4	-2
CC1COC(c2cccn2Cc2ccccc2Cl)=N1 (stereo unspecified)	105	-13	32	-0.7	3	-4.6	-3	9	-4
COc1ccc2nc(/C=N/NC(=O)CCCCCNC(=O)OC(C)(C)C)ccc2c1	97	8	8	-3.5	4	-3.1	1	-40	-8
Cn1cnnc1SCC(=O)Nc1cc(C(F)(F)F)ccc1N1CCOCC1	119	4	-21	-1.0	6	-2.7	6	6	-2
CCO[C@@H]1OC(C(=O)N2CCCCCCC2)=C[C@H](c2cn(C(C)=O)c3ccccc23)[C@H]1CCCO	104	2	52	-2.2	2	-3.7	-3	-44	-2
O=C(NCc1cccs1)C(=O)NCC1OCCCN1S(=O)(=O)c1ccccc1 (stereo unspecified)	110	19	-20	0.7	2	-2.8	2	-8	-28
CCCCc1nc2cc(C(=O)N3CCC[C@H]3CO)ccc2o1	101	4	20	-0.4	0	-1.5	-5	-21	-6
COCCCn1c(C2CCCCC2)nc2oc3cc(OC)ccc3c(=O)c2c1=O	88	13	1	2.6	1	-0.9	9	-13	-9
COc1cccc(C2C(C(N)=O)=C(C)Nc3nc(-c4cccc(Cl)c4)nn32)c1 (stereo unspecified)	102	14	-15	-4.1	0	-4.4	-3	-6	4
Cc1ccc(NC(C)c2cc(Cl)ccc2O)cc1 (stereo unspecified)	97	-22	13	0.7	-7	-0.3	-5	0	-5
CCOC(=O)/C(C#N)=C/c1c[nH]c2ccccc12	103&99	0&-7	6&2	-3.0&-0.3	4	-3.3&-2.5	3&8	-1&0	-18&-21
O=C(Nc1ccc(C2=NCCN2)cc1)c1ccc(Cl)c(C(=O)Nc2ccc(C3=NCCN3)cc2)c1	66*[inhibitor]	24	38	-0.2	·	-0.8	-64	49*	2
O=C(Nc1ccc(NC(=O)C2CCCCC2)cn1)c1ccco1	101	12	14	-0.7	3	-2.4	7	-3	8
Cc1ccc(Cn2ccc(NC(=O)c3noc4c3CCCC4)n2)cc1	104	-6	4	1.0	1	-1.3	-24	-3	1
NC(=O)c1nsc(C(=O)N(CCc2ccccc2)C(C(=O)NC2CCCC2)c2ccco2)c1N (stereo unspecified)	96	15	16	-4.2	-2	-3.7	-4	-14	-4
COc1cc(NC(=O)COC(=O)/C=C/c2ccc(OC)c(OC)c2)cc(OC)c1	103	-7	10	-0.8	-2	-2.0	-8	-22	2
NS(=O)(=O)c1ccc(CCNC(=O)C2CCN(S(=O)(=O)c3c(Cl)cccc3Cl)CC2)cc1	96	0	34	1.4	-1	-0.8	-11	-19	-9
CC(C)C(=O)NC(c1ccccc1Cl)c1c(O)ccc2ccccc12 (stereo unspecified)	104	13	7	0.7	7	0.4	-4	-10	-3
COc1ccc(-c2cc(=O)c3cc(F)ccc3[nH]2)cc1	98	11	-6	-0.7	4	1.1	-3	0	2
CCc1nnc(SCc2ccc(C(=O)OC)o2)n1N	104	16	30	0.3	1	-4.4	-4	2	-16
Cc1nc2ccc(NC(=O)c3cccc(C(F)(F)F)c3)cc2o1	98	-4	10	-5.7	-7	-2.7	-5	-2	-2
Cc1ccc(C)c(N2CCN(C(=O)CCNC(=O)Cn3ccc4ccccc4c3=O)CC2)c1	97	21	23	0.3	-2	-0.5	0	-4	-9
COc1cccc(NC(=O)c2oc3ccc(S(=O)(=O)N4CCOCC4)cc3c2C)c1	105	-32	-22	0.0	0	0.1	-14	-20	-7
CCCC(=O)Nc1nnc(S(=O)(=O)N(CC)c2ccccc2)s1	97	14	35	-1.0	-3	-0.8	-6	-7	-5
O=C(Cn1nc2ccccc2n1)N/N=C/c1cc([N+](=O)[O-])ccc1O	103	8	-32	-8.0	1	-5.5	17	-16	-12
Cc1ccc(C(=O)N/C(=C\c2cn(-c3ccccc3)nc2-c2ccccc2)C(=O)N2CCOCC2)cc1	100	21	-3	-0.1	0	-1.5	-5	3	2
CCN(C(=O)c1ccc2c(=O)n3c(nc2c1)CCCCC3)c1ccc(F)cc1	100	-5	60	-0.8	0	-0.8	4	-60	0
CCC(C)NC(=O)C1CCN(S(=O)(=O)c2cccnc2)CC1 (stereo unspecified)	106	5	10	-2.1	-3	-3.0	-5	-4	3
C=CCCN(C(C(=O)OC)C(C)C)S(=O)(=O)c1ccccc1Br (stereo unspecified)	104	-22	22	·	-3	·	·	·	-9
Cc1cc(C)cc(-n2c(SCC(=O)Nc3cccc(S(=O)(=O)NC4=NCCCCC4)c3)nc3ccccc3c2=O)c1	98	-8	1	-2.3	-7	-3.8	1	-30	6
CC(C)C(NC(=O)CCN1C(=O)c2ccccc2C1=O)c1ccccc1 (stereo unspecified)	108	-11	-52	-2.0	6	-2.0	-4	-11	-6
Fc1cccc2sc(Nc3nnc(-c4ccco4)o3)nc12	98	-11	-31	-3.1	3	-4.1	14	-12	-8
Next part.
SMILES	MEKK3 PB1 HTS	SUMO HTRF inh	PHOSPHO1 block	VIM-2 inhibitor	IDE cell activ	IMP-1 inh	HCV NS3 hel inh	FID counter	p-CIP stab down
O=C(Nc1ccccc1)N1CCCC(c2nc(-c3ccc(F)cc3)no2)C1 (stereo unspecified)	89	-12	19	-2.8	1	-1.3	2	-16	10
COc1ccc(/C=C(\NC(=O)c2ccc(C)cc2)C(=O)NCCCn2ccnc2)cc1	98	4	47	-3.9	3	1.7	-8	2	-2
COC(=O)c1sc2ccccc2c1NC(=O)c1ccc(S(=O)(=O)N2CCCC(C)C2)cc1 (stereo unspecified)	100	-2	-11	-1.6	-6	0.1	4	1	2
Cc1cc(N/N=C/c2ccc(Cl)cc2)nc(NCc2ccccc2)n1	107	-28	7	-2.6	-6	-4.0	-68	-1	1
O=C(Cn1nnc2ccccc21)c1ccccc1	103	-1	-17	-0.6	6	-3.9	5	0	3
